# Pf growth 96h = inhibits malaria parasite growth, 96 h | P. falciparum luciferase reporter growth, 96 h | Potency, µM (titrated, usually from 28.7 µM), inactives show at the top dose activity change, negative = inhibition, hits mostly inhibitors | 6.9% of 320,000 active | AID 504834; note: potency is the fitted concentration of half-maximal effect; % is set by controls: 0 for no effect and ±100 for the full control effect
#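 96 h incubation, 37 C, 5% CO2, of luciferase-reporter P. falciparum-infected RBCs (2% hematocrit, 0.05% parasitemia final) with test compounds; endpoint luminescence.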
# Shiga inhibitor = inhibitors of Shiga toxin in Vero cells; Vero cells, Shiga toxin protein synthesis inhibition reporter; 9.2% of 290,000 active; inhibition, % at 38.7 µM; in the data active = inhibition mostly above about 28%, no sharp cut-off; inactive = mostly below about 43%; note: 0% is about no effect
# Tb PYK inh = T. brucei pyruvate kinase inhibition; TbPYK enzyme, Kinase-Glo Plus ATP luminescence, 45 min; Potency, µM (highest dose often 76.8 µM), for the others: at the top dose activity, negative = inhibition, actives largely listed as inhibitors; 0.12% of 410,000 active; AID 624173; note: potency is the fitted concentration of half-maximal effect; % is set by controls: 0 for no effect and ±100 for the full control effect; nearly all actives have a fitted effect of over 50% in size
#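 In this concentration-response screen, enzyme-free wells defined baseline while DMSO plates tracked drift. Each reaction combined TbPYK, substrate, compound and 130 uM ADP for 45 min at room temperature. Kinase-Glo Plus luminescence gave the signal.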
# LmPK inh = inhibitors of Leishmania mexicana pyruvate kinase; Q27686; purified LmPK, Kinase-Glo ATP luminescence, 1 h; Potency, µM (doses to about 57.5 µM), for the others: at the top dose activity change, negative = inhibition, actives largely listed as inhibitors; 0.37% of 290,000 active; AID 1721; note: potency is the fitted concentration of half-maximal effect; % is set by controls: 0 for no effect and ±100 for the full control effect
# Target sequence (Q27686 whole entry, looked up): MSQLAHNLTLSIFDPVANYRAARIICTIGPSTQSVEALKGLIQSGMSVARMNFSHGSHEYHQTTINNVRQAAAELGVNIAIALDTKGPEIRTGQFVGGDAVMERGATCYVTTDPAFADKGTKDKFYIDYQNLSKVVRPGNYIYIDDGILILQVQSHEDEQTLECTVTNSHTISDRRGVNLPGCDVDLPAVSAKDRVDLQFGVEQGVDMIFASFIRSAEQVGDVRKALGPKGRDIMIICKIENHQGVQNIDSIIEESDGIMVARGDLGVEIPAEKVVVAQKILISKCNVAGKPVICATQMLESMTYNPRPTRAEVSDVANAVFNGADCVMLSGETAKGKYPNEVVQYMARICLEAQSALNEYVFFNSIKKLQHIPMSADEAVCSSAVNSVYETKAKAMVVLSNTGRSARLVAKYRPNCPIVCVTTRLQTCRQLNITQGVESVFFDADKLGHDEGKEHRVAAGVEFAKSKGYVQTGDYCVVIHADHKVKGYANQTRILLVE
#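 Screened at intermediate enzyme activity to detect both inhibitors and activators: LmPK at 0.1 nM, with a 0.5 nM enzyme column as activation reference. PEP 0.5 mM, ADP 0.1 mM; ATP detected by luminescence after 1 h.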
# AmpC no deterg = blocks E. coli AmpC beta-lactamase in detergent-free assay; P00811; AmpC nitrocefin hydrolysis, absorbance 480 nm, 0.0001% Triton; Potency, µM (titrated, usually from 57.1 µM), without a hit: at the highest dose activity change, negative = inhibition, hits mostly inhibitors; 0.52% of 330,000 active;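 note: potency is the fitted concentration of half-maximal effect; plate controls were no compound for no effect and no enzyme for full effect; nearly all actives have a fitted effect of over 20% in size; some results filed as inactive show a strong effect at the top dose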
# Target sequence (P00811 whole entry, looked up): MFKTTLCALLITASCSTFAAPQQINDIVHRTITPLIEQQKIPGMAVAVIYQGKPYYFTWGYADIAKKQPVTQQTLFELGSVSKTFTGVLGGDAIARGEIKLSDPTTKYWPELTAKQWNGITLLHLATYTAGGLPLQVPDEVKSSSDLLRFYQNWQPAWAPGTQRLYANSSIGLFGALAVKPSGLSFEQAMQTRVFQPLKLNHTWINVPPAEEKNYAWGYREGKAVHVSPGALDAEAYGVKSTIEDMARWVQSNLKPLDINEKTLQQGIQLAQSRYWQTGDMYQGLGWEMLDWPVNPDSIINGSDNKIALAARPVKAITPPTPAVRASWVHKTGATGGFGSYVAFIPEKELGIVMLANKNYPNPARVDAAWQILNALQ
#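 AmpC (5.3 nM in the dispensed reagent) in 20 mM phosphate pH 7.0 with 0.01% (detergent screen) or 0.0001% Triton X-100 was preincubated with compounds for 15 min at room temperature. Nitrocefin was then added from an 800 uM solution, and hydrolysis was followed at 480 nm.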
# Pf growth 48h = P. falciparum growth inhibition at 48 hours (one generation) | P. falciparum luciferase growth in erythrocytes, 48 h | Potency, µM (titrated, usually from 28.7 µM), for inactives: at the highest dose activity change, negative = inhibition, usual class: inhibitors | 5.9% of 310,000 active | AID 504832; note: potency is the fitted concentration of half-maximal effect; % is set by controls: 0 for no effect and ±100 for the full control effect
#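 Here the parasites carry a stable luciferase gene and grow inside erythrocytes in Albumax-based RPMI medium with compound for one erythrocytic cycle. Activity is scored as loss of luminescent signal.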
# Cycloheximide cs = counter-screen for Shiga toxin inhibitors: cycloheximide protein synthesis inhibition; cell reporter, cycloheximide protein synthesis inhibition counterscreen; max response, %; 12% of 300,000 active; AID 2314; in the data active = max response mostly above about 13%, no sharp cut-off; inactive = mostly below about 14%; note: read at 38.3 µM for the half of the compounds with a filed dose; 0% is about no effect
# * = called active by the depositor; i = inactive; ? = inconclusive; . = no result given; & = joins results of further samples; [ ] = another dose, or the depositor's remark. Unless noted, calls come from the whole dose curve; as a rule, active = well fitted curve in the direction sought with a large enough effect; inconclusive = small, poorly fitted or top-dose-only effect, or another doubt; inactive = no such curve, though single readings can be large; an effect the other way counts as inactive or inconclusive.
SMILES,Pf growth 96h,Shiga inhibitor,Tb PYK inh,LmPK inh,AmpC no deterg,Pf growth 48h,Cycloheximide cs
NS(=O)(=O)c1ccc(CCNC(=O)CSc2ncnc3ccccc23)cc1,9%,-19,-3%,1%,-21%,4%,0
CC(Sc1nnc(-c2cccnc2)n1N)C(=O)NCCC1=CCCCC1 (stereo not drawn),1%,.,-2%,.,-2%,5%,.
CCCCOc1cccc(C(=O)Nc2ccc(N3CCN(CC)CC3)cc2)c1,.,20,-5%,1%,-9%,?,-3
COc1cc2nc(CN3CCN(S(=O)(=O)c4c(F)cccc4F)CC3)[nH]c(=O)c2cc1OC,?,.,0%,.,1%,10µM*,.
COc1ccc(CCNC(=O)CCc2ccc(S(=O)(=O)NC(C)C)cc2)cc1,?,-1,-5%,-4%,-18%,-1%,-4
Cc1ccc(S(=O)(=O)N2CCN(C(=S)NCc3ccc4c(c3)OCO4)CC2)cc1,?,-17,-13%,2%,-42%,1.9µM*,10
COc1ccc(C)c(Cn2c(-c3nonc3N)nc3ccccc32)c1,.,5,0%,-2%,-21%,?,-4
COc1c(F)c(F)c(C(=O)O)c(Nc2ccc(C)cc2)c1F,154%[activator],-1,9%,0%,-19%,58%[activator],-3
O=C(O/N=C1/CCSc2ccccc21)c1ccc(F)cc1,97%[activator],17,-15%,-22%,-15%,29%,17
CC1=CC(=C2C=CC(=O)C=C2)C=C(C)N1C,1.9µM*,-8,.,0%,-9%,7.4µM*,-2
O=C(Cn1cc(S(=O)(=O)N2CCCC2)c(S(=O)(=O)N2CCCC2)c1)NCc1ccco1,?,-10,-4%,5%,-17%,?,1
CC1=Nc2ccccc2N=C(NC(=O)CSc2nnnn2-c2ccccc2)C1c1ccccc1 (stereo not drawn),-20%,13,-1%,0%,.,?,-1
O=C(CN(C(=O)CNC(=O)c1ccco1)c1ccc(F)cc1)NC1CCCCC1,14%,-7,4%,-1%,-17%,41%,1
Cc1ccc(S(=O)(=O)N2CCCN(C(=O)c3ccc(-n4nccc4C)cc3)CC2)cc1,-28%,.,-1%,.,109%[activator],?,.
CCOCCn1ccc2c(OCC(=O)Nc3ccccc3F)cccc2c1=O,-10%,.,1%,.,20%,?,.
COc1ccc(N(C)C(=O)c2ccc(NC(=O)CCS(=O)(=O)c3cccs3)cc2)cc1,?,13,-4%,-1%,-17%,-10%,-3
Cc1nc2ccc(NC(=O)c3nn(CC(C)C)c(=O)c4ccccc34)cc2s1,-2%,2,4%,-1%,185%[activator],4%,9
O=C(C1=C[C@H](c2ccccc2)C[C@H](OCCCCO)O1)N1CCN(Cc2ccccc2)CC1,?,-10,6%,7%,142%[activator],?,1
CS(=O)(=O)c1cccc(C(=O)Nc2nnc(C3=COCCO3)o2)c1,-14%,.,-8%,.,-13%,15%,.
O=C(NCCCn1ccnc1)c1cn(Cc2ccc(F)cc2)nn1,18%,15,-3%,-1%,2%,1%,-2
O=c1[nH]c2ccccc2n1C1CCCCC1,-7%,-27,3%,-3%,-10%,.,-1
CCCSc1nc2c(c(=O)[nH]c(=O)n2C)n1CC(O)COc1ccccc1 (stereo not drawn),-10%,-12,-3%,5%,0%,-1%,-1
C=CCSC1=N/C(=C\c2cc(OC)c3c(c2)OCO3)C(=O)S1,13%,-12,0%,-1%,3%,13%,5
Cc1ccccc1NC(=O)CCNS(=O)(=O)c1ccc2c(c1)CCC(=O)N2,?,-2,-21%,0%,-8%,34%[activator],-2
OC(CCNCCc1c[nH]c2ccccc12)C(F)(F)Cl (stereo not drawn),3%,-6,-3%,4%,-42%,.,7
CCn1c(SCC(=O)c2cc(C)n(CC3CCCO3)c2C)nc2ccccc21 (stereo not drawn),-16%,35,-23%,6%,68%[activator],?,37*
NC(=O)CSc1nnc(COc2ccc3ccccc3c2)o1,0%,5,-1%,-3%,-3%,29%,10
Cc1c(CC(C)C)nc(N)c(C#N)c1-c1ccccc1,-2%,-18,-23%,6%,-27%,.,-4
O=C(COc1ncnc2ccccc12)c1ccc2c(c1)OCCO2,414%[activator],132*,3%,2%,-1%,183%[activator],55*
Cn1cnnc1SCC(=O)n1c2ccccc2c2ccccc21,17%,-11,-9%,-3%,132%[activator],1%,-3
CC1(CCc2ccccc2)NC(=O)N(CC(=O)N2CC(=O)Nc3ccccc32)C1=O (stereo not drawn),-16%,14,0%,3%,13%,?,7
Cc1ccc(-n2[nH]c(C)c(C=Nc3ccc(C)cn3)c2=O)cc1,142%[activator][5.75 µM],-3,0%,-30%,-26%,8%,11
CN1CCN(c2ccc(NC(=O)c3ccc(Oc4ccccc4)cc3)cc2)CC1,?,31*,0%,10%,41%,?,10
COc1ccc(CN(C)C(=O)COC(=O)c2ccc(-c3ccccc3)cc2)c(OC)c1OC,79%[activator],.,-14%,.,101%[activator],?,.
O=C(NCCOc1ccccc1)c1cccc(S(=O)(=O)NCc2ccccc2)c1,0%,.,4%,.,-1%,-14%,.
CCN1CCN(c2ccc(NC(=O)c3ccc(Br)o3)cc2)CC1,44%[activator],111*,4%,0%,-12%,58%[activator],43*
Cn1cccc1C(=O)OCc1ccc(F)cc1,24%,50,-1%,1%,-13%,37%[activator],19*
COCn1c(C(O)c2ccccc2)cc2ccccc21 (stereo not drawn),?,-7,4%,0%,-8%,?,6
O=C(COC(=O)CNC(=O)c1ccc(Cl)c([N+](=O)[O-])c1)NCC1CCCO1 (stereo not drawn),10%,.,1%,.,-9%,-14%,.
COc1ccc([N+](=O)[O-])cc1NC(=O)c1cccnc1,9%,-3,5%,0%,-7%,72%[activator],-1
CNC(=O)CCn1nc(-c2ccc(C)cc2)c2ccccc2c1=O,?,2,4%,1%,19%,1%,-1
CCOc1ccc(NC(=O)CC(NCc2ccccn2)C(=O)O)cc1 (stereo not drawn),399%[activator],-7,-1%,-2%,-1%,-4%,3
Cc1ccccc1NS(=O)(=O)c1ccc(N2CCCC2=O)cc1,?,-10,0%,-7%,-4%,-18%,11
C/C(=N/NS(=O)(=O)c1ccc(C(C)C)cc1)c1ccncc1,-27%,2,-5%,5%,-18%,-11%,-6
CCc1nn(CCCC(=O)N2CCC(C)CC2)c(=O)c2cc3occc3n12,8%,10,2%,2%,-5%,15%,6
c1csc(C2Nc3cccc4cccc(c34)N2)c1,?,-22,-24%,-2%,-24%,?,-7
CC(C)(C)NC(=O)COC(=O)c1ccc(S(=O)(=O)N2CCCCCC2)cc1,?,-8,3%,0%,-7%,2%,-3
O=C(c1ccc(Cl)cc1)C1CCN(C(=O)NC2CCCCC2)CC1,?,-12,-4%,3%,24%,-11%,0
CN(Cc1nc2ccccc2n1C)S(C)(=O)=O,i,14,6%,1%,0%,38%[activator],4
CN(C)C(=S)NC(=O)C(c1ccccc1)c1ccccc1,-57%[1.15 µM],-3,3%,-4%,-8%[2.29 µM],-14%,-2
CCNC(=S)N(CCc1c(C)[nH]c2ccc(OC)cc12)Cc1cccnc1,3%,15,-4%,3%,14%,.,-6
COc1cccc(CNS(=O)(=O)c2cc3c(cc2C)n(C)c(=O)c(=O)n3C)c1,17%,-2,1%&2%,1%,-10%,17%,-3
O=C1c2ccccc2-c2onc3ccc(NCc4ccco4)c1c23,25%,-7,-23%,-26%,?,-28%,13*
Cn1c(CSc2nc3ccccc3s2)nnc1SCC(=O)NCCN1CCOCC1,46%[activator],15,-3%,-2%,.,-6%,1
CC(c1ccccc1)C(CC(=O)O)C(=O)NC1CCCCC1 (stereo not drawn),1%,-17,0%,6%,-16%,.,-2
Clc1ccc(-c2nn3c(-c4ccccn4)nnc3s2)c(Cl)c1,.,-4,.,0%,1%,?,-3
Cc1ccc(NC(=S)Nc2ccc3cn[nH]c3c2)c(C)c1,15%,20,-4%,4%,-29%,10%,2
CCC(CC)C(=O)NC12CC3CC(CC(C3)C1)C2,.,-9,3%,-3%,-12%,8%,1
CC(=O)c1c(C)[nH]c(C(=O)CSc2nc3ccccc3c(=O)n2CCCO)c1C,-5%,-10,-7%,0%,12%,?,-4
COc1cc(CCC(=O)OCC(N)=O)cc(OC)c1OC,6%,-18,5%,-8%,-13%,3%,6

# Three structures from above, arranged by heavy-atom count, highest first:
SMILES,Pf growth 96h,Shiga inhibitor,Tb PYK inh,LmPK inh,AmpC no deterg,Pf growth 48h,Cycloheximide cs
Cc1ccc(S(=O)(=O)N2CCCN(C(=O)c3ccc(-n4nccc4C)cc3)CC2)cc1,-28%,.,-1%,.,109%[activator],?,.
CCn1c(SCC(=O)c2cc(C)n(CC3CCCO3)c2C)nc2ccccc21 (stereo not drawn),-16%,35,-23%,6%,68%[activator],?,37*
CS(=O)(=O)c1cccc(C(=O)Nc2nnc(C3=COCCO3)o2)c1,-14%,.,-8%,.,-13%,15%,.

# The results go on.
SMILES,Pf growth 96h,Shiga inhibitor,Tb PYK inh,LmPK inh,AmpC no deterg,Pf growth 48h,Cycloheximide cs
CCN(CC)C(=O)c1ccc(NC(=O)COc2ccc([N+](=O)[O-])cc2Cl)cc1,27%,-3,25%,-1%,6%,12%,-1
O=C1/C(=N\S(=O)(=O)c2cccs2)C([n+]2cccc(Cc3ccccc3)c2)=C([O-])c2ccccc21,0.74µM*,-15,2%,0%,-9%,1.7µM*,-1
Cc1ccc2c(c1)CC1(CN2C)C(=O)OC2(CCCCC2)OC1=O,-9%,-17,0%,14µM*,25%,6%,5
C=CCNC(=O)Nc1ccc(F)c(Cl)c1,-13%,19,1%,-1%,-15%,0%,3
CC1(C)C(=O)N(c2ccccc2F)C(=O)c2ccccc21,0%,3,0%,2%,-19%,6%,-4
O=C(CN1CCN(c2ccccc2)CC1)Nc1cccc(C(F)(F)F)c1,-24%,13,21%,0%,4%,5%,-2
CS(=O)(=O)c1ccc2nc(NC(=O)Nc3cccc(Cl)c3)sc2c1,?,107*,-2%,-2%,13µM*,?,31*
CC1CCC(NC(=O)COC(=O)c2ccc3ncsc3c2)CC1 (stereo not drawn),0%,.,0%,.,-15%,21%,.
COC(=O)C1C(=O)c2c([nH]c(C(=O)OCCOC(C)C)c2C)CC1C (stereo not drawn),.,35,-1%,2%,-2%,.,16*
O=C(O)c1cccc(Nc2nc(N3CCOCC3)nc(N3CCOCC3)n2)c1,-5%,-9,-2%,-1%,-13%,-13%,-3
Cc1nc(NC(=O)CSc2ccc(-c3nc4ccccc4[nH]3)cn2)sc1C,-24%,22,-5%,0%,-14%,12%,2
CN(C)C(CNC(=O)c1ccc([N+](=O)[O-])cc1Cl)c1ccco1 (stereo not drawn),?,23,0%,-4%,-9%,5%,8
COc1ccc(N2CCN(C3CCCN(C(=O)c4cccc(C)n4)C3)CC2)cc1 (stereo not drawn),25%,-15,12%,0%,25%,-1%,-2
Oc1csc(Cc2nc(-c3ccc(Br)cc3)cs2)n1,5%,130*,-2%,-1%,-39%,184%[activator],38*
O=C1CCN(C(=S)NCCc2ccccc2)CC1,35%[activator],35,-9%,-11%,-9%,?,16

# Single entries from the results shown.
# Under Cycloheximide cs, C=CCNC(=O)Nc1ccc(F)c(Cl)c1 is entered as 3
# Under Shiga inhibitor, CN(C)C(CNC(=O)c1ccc([N+](=O)[O-])cc1Cl)c1ccco1 (stereo not drawn) is entered as 23

# Screening data from PubChem.

# The order is random; 22% or so of the library scored in one or more.
